Compound activity (PubChem)
HePTP inhibitor: inhibitors of human HePTP phosphatase, primary screen, biochemical, absorbance, leukemia target | inhibition, % at 20 µM | 0.64% of 110,000 active | Tyrosine-protein phosphatase non-receptor type 7 (Homo sapiens), P35236 | recombinant HePTP phosphatase activity, OD absorbance; in the data active = inhibition above about 50%;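 also: plate controls were vehicle for no effect and reference inhibitor for full effect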
Target sequence (P35236 whole entry, looked up): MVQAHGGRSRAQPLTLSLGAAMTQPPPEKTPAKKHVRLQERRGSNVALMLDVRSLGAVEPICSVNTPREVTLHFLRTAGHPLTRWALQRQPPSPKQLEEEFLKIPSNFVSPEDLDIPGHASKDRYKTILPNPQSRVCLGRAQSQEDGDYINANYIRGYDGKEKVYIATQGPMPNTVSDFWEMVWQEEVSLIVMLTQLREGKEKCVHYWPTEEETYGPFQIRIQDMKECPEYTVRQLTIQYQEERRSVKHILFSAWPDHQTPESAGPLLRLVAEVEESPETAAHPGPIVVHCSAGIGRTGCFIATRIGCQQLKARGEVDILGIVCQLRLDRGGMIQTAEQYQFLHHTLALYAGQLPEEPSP
BAP1 inh: inhibitors of BAP1 deubiquitinase, primary screen, biochemical, Ub-AMC fluorescence, kinetic; recombinant BAP1, Ub-AMC hydrolysis fluorescence kinetic; active compounds read low; activity remaining (% of control), % at 20 µM; AID 436, 2006; 0.48% of 72,000 active; Ubiquitin carboxyl-terminal hydrolase BAP1 (Homo sapiens), Q92560;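 active = activity remaining at or below 50% of control, provided the compound also passes the data quality filters; inactive = the rest, including low values that fail the filters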;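 also: 100% = DMSO wells rate and 0% = substrate alone blank rate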
Target sequence (Q92560 whole entry, looked up): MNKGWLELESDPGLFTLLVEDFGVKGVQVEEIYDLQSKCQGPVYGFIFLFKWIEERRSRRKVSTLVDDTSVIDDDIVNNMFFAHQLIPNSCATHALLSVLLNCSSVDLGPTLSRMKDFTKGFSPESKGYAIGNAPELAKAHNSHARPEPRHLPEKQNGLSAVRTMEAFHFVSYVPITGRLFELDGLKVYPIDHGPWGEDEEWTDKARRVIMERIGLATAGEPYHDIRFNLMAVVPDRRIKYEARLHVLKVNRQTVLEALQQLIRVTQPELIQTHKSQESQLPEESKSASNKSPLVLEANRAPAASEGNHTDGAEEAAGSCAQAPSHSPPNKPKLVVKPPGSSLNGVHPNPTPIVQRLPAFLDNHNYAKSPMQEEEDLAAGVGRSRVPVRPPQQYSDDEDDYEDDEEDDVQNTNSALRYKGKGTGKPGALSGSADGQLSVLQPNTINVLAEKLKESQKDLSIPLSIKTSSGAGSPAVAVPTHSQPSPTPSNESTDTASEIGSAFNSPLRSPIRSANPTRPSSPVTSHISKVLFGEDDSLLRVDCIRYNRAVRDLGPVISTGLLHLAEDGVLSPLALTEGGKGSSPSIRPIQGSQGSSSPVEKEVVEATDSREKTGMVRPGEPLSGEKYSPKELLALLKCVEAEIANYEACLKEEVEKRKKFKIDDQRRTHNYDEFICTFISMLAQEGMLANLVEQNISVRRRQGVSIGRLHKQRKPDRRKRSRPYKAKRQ
An asterisk follows results filed as active; / = no result given; & = joins results of further samples. The order is random; overall some 0.7% were active at least once.

# | molecule | HePTP inhibitor | BAP1 inh
1 | COc1ccc(N(CC(=O)Nc2ccc(C)c(C)c2)S(C)(=O)=O)cc1 | -10 | /
2 | CCNC(=O)CC1S/C(=N\N=C(C)C)NC1=O (stereo not drawn) | 6 | /
3 | Cc1ccc(N2C(=O)C3C4C=CC(C5CC45)C3C2=O)c(C)c1 (stereo not drawn) | / | 143
4 | N#C/C(=C(/O)c1ccco1)c1nc2ccccc2[nH]1 | 3 | /
5 | Nc1c(S(=O)(=O)c2ccccc2)c2nc3ccccc3nc2n1/N=C/c1cccc(O)c1 | 4 | /
6 | COC(=O)C(C)CNCc1ccccc1 (stereo not drawn) | -5 | /
7 | Nc1nc(CN2CCN(c3ccccn3)CC2)nc(Nc2ccc(Cl)cc2)n1 | 8 | 107
8 | O=S1(=O)CCC(NC(=S)N/N=C/c2ccc(Cl)c(Cl)c2)C1 (stereo not drawn) | -1 | /
9 | Cc1ccc(-c2nnc(N3CCN(C(=O)CSc4ncn[nH]4)CC3)c3ccccc23)cc1 | 11 | 147
10 | COC(=O)Cn1c(=N)n(Cc2ccccc2Cl)c2ccccc21 | -1 | /
11 | Cc1ccc(OCc2nnc(NC(=O)C3CCCCC3)s2)cc1 | -17 | /
12 | CCCN(CCC)CCCNC(=O)/C=N\O | -3 | /
13 | COc1ccc(-c2cc(=O)oc3cc(OC(C)=O)ccc23)cc1 | 8 | /
14 | O=C(c1ccc(Cl)cc1Cl)C1(n2cncn2)Oc2ccccc2C1O (stereo not drawn) | 8 | 88
15 | Cc1ccc(NC(=O)CN(c2ccc(Oc3ccccc3)cc2)S(C)(=O)=O)cc1 | 6 | /
16 | Fc1ccccc1C=NN1CCN(c2ccccn2)CC1 | -8 | /
17 | C=CCNC(=O)c1ccc(CN(c2cccc(Cl)c2)S(C)(=O)=O)cc1 | -6 | /
18 | O=S(=O)(NCCCCCNS(=O)(=O)c1ccccc1)c1ccccc1 | 2 | 158
19 | O=C(NCC(F)(F)F)Nc1nnc(C(F)(F)F)s1 | 5 | 106
20 | O=C1C=C(C(F)(F)C(F)(F)F)Nc2ccccc2N1 | 1 | /
21 | CCn1c(=O)c(C(=O)NCc2ccc(OC)c(OC)c2)c(O)c2ccccc21 | -1 | /
22 | CCC(c1ccccc1)c1nc(-c2ccccn2)no1 (stereo not drawn) | 2 | 99
23 | Cc1nnc(SCc2ccc(F)cc2)s1 | 4 | 89
24 | Cc1ccccc1CS(=O)(=O)Cc1ccc(C(=O)NCc2ccccn2)o1 | 10 | 105
25 | CCn1c(SCC(=O)N2CCCc3ccccc32)nnc1-c1ccco1 | -9 | 111
26 | CCN(C(=O)CSc1nc2nc(C)cc(C)n2n1)c1cccc(C)c1 | 4 | 94
27 | COC(=O)c1ccc(CSc2nc(-c3ccccc3)cs2)o1 | 4 | 71
28 | O=C(c1ccc(Cl)c(Cl)c1)N1CCN(c2cccc(Cl)c2)CC1 | -10 | /
29 | COc1ccc(OC)c(S(=O)(=O)N(C)CC(=O)N2CCN(c3ccc(F)cc3)CC2)c1 | 4 | 142
30 | O=c1c2ccccc2nnn1CSc1nnc2sc3ccccc3n12 | 11 | 106

Arranged by SMILES length (rising): some entries from above
# | molecule | HePTP inhibitor | BAP1 inh
30 | O=c1c2ccccc2nnn1CSc1nnc2sc3ccccc3n12 | 11 | 106
26 | CCN(C(=O)CSc1nc2nc(C)cc(C)n2n1)c1cccc(C)c1 | 4 | 94
21 | CCn1c(=O)c(C(=O)NCc2ccc(OC)c(OC)c2)c(O)c2ccccc21 | -1 | /

Continued:
# | molecule | HePTP inhibitor | BAP1 inh
31 | O=C(O)c1ccccc1SC1CC(=O)N(c2ccc(F)cc2)C1=O (stereo not drawn) | 5 | /
32 | Fc1ccc(Nc2nc(-c3ccc(F)cc3)cs2)cc1 | 4 | /
33 | O=c1[nH]c(CN2CCN(Cc3ccc4c(c3)OCO4)CC2)nc2ccccc12 | / | 101
34 | Cc1cc(NC(=O)c2cc3ccccc3o2)cc(C)c1OCC(=O)N1CCOCC1 | 13 | 143
35 | O=C(Nc1c(C(=O)N2CCOCC2)cnn1-c1ccccc1)c1cccc(F)c1 | 3 | /
36 | COc1cccc(C(=O)NC2=NCCS2)c1OC | 29 | 55
37 | CCOc1ccc(C(=O)Nc2ccc3oc(-c4ccccc4F)nc3c2)cc1 | 8 | /
38 | CN1C(=O)/C(=N/OC(=O)c2ccc(Br)cc2)c2ccccc21 | 2 | /
39 | Cc1ccc(-c2cc(C(=O)Nc3cc(C)ccc3C)[nH]n2)c(O)c1 | 2 | 75
40 | CCc1cccc(C)c1NC(=O)c1cc(C)oc1C | -2 | /
41 | CCCCNC(=O)c1sc(=S)n2c1[nH]c(=O)c1ccccc12 | -9 | 82
42 | O=C(CN1CC(c2ccccc2)CC1=O)Nc1ccc2c(c1)OCO2 (stereo not drawn) | 6 | 96
43 | Cc1ccc(C(=O)Nc2nc(-c3cccc4ccccc34)cs2)o1 | 11 | /
44 | COc1cccc(-n2c(C=C3C(=O)Nc4ccc(C)cc43)nc3ccccc3c2=O)c1 | -5 | /
45 | O=C(Nc1ccc(O)cc1)c1cccc(Oc2ccc([N+](=O)[O-])cc2)c1 | 9 | /
46 | CC1=C(C(=O)OCc2ccccc2)C(c2ccc(C)s2)NC(=O)N1 (stereo not drawn) | -7 | /
47 | CCOc1ccc(N(C)S(=O)(=O)c2ccc(Cl)cc2)cc1 | -4 | /
48 | COC(=O)C1=C(C(=O)c2ccccc2)C(c2ccc(O)c(OC)c2)n2nnnc2N1 (stereo not drawn) | -6 | 119
49 | CCOC(=O)c1c(NC(=O)C(C)Oc2ccc(OC)cc2)sc2c1CCC2 (stereo not drawn) | -6 | /
50 | CCOC(=O)c1ccc(NC(=O)CN(c2ccccc2CC)S(C)(=O)=O)cc1 | -5 | /
51 | O=C(Oc1ccc(/C=N/NS(=O)(=O)c2ccc(Cl)cc2)cc1)c1ccco1 | -3 | /
52 | COc1ccc(Cl)cc1NC(=O)NS(=O)(=O)c1ccc(C)cc1 | -12 | /
53 | O=[N+]([O-])c1ccc(/C=N/NS(=O)(=O)c2ccc(Cl)cc2)s1 | -2 | /
54 | O=C(CCc1ccccc1)N/N=C/c1ccc(F)cc1 | 1 | /
55 | O=C(CSc1ncn[nH]1)Nc1cccc(C(=O)O)c1 | -9 | /
56 | O=S(=O)(Cc1ccccc1)NCc1ccccn1 | -12 | 118
57 | Cc1ccc(S(=O)(=O)C2(C(=O)N3CCCCCC3)CC2)cc1 | 11 | 127
58 | NS(=O)(=O)c1ccc(CCNC(=O)c2cccnc2)cc1 | 2 | 87
59 | O=C(c1ccc(S(=O)(=O)c2ccccc2)cc1)N1CCc2ccccc2C1 | / | 93
60 | COC(=O)c1ccc(Cl)c(NC(=O)CSc2ncn[nH]2)c1 | 1 | 116

Entries of single compounds, looked up by structure:
Listed for CCOC(=O)c1c(NC(=O)C(C)Oc2ccc(OC)cc2)sc2c1CCC2 (stereo not drawn) : HePTP inhibitor: -6; BAP1 inh: /
Listed for COC(=O)Cn1c(=N)n(Cc2ccccc2Cl)c2ccccc21 : HePTP inhibitor: -1; BAP1 inh: /

More compounds:
# | molecule | HePTP inhibitor | BAP1 inh
61 | Cc1c(NC(NC(=O)COc2ccccc2)C(Cl)(Cl)Cl)c(=O)n(-c2ccccc2)n1C (stereo not drawn) | 4 | /
62 | Cc1cccc(C)c1NC(=O)c1ccccc1NC(=O)c1ccccc1 | / | 100
63 | CNC(=O)c1ccc(CN2CCC(Cc3ccccc3)CC2)cc1 | 3 | /
64 | CCc1ccc(N2CC(C(=O)Nc3ccc(Cl)cc3Cl)CC2=O)cc1 (stereo not drawn) | 5 | /
65 | O=C(Cn1cc(C(=S)N2CCOCC2)c2ccccc21)N1CCOCC1 | -7 | 81
66 | O=c1c(-c2cccs2)[n+]([O-])c2ccccc2n1O | -3 | /
67 | O=C1/C(=C/c2ccc(F)cc2)SC(=S)N1c1ccc(F)cc1 | 5 | /
68 | O=C(Nc1ccc2c(c1)OCCO2)C1CCN(c2nnnn2-c2ccccc2)CC1 | 5 | 84
69 | CC1CCCCN1C(=O)c1cc(-c2ccc(Cl)c(Cl)c2)on1 (stereo not drawn) | 5 | 96
70 | CCOc1nonc1C(=N)/C(C(C)=O)=C(\C)O | 2 | 86
71 | Cc1ccc(C=Nc2ccccc2C(N)=O)cc1 | -3 | /
72 | CN(c1ccccc1)S(=O)(=O)c1ccc(C(=O)Nc2nnc(-c3ccc(F)cc3)o2)cc1 | -4 | 110
73 | O=C(Cc1c(O)c2ccccc2[nH]c1=O)NC1CCCCCC1 | 5 | 109
74 | CCOc1ccc(NC(=O)CC23CC4CC(CC(C4)C2)C3)cc1 | / | 112
75 | CN1CCN(C(=O)CSc2nc(-c3ccncc3)ccc2C#N)CC1 | 4 | 99
76 | CC(=O)N1CCN(CC(C)(C)NS(=O)(=O)c2ccc(Cl)cc2)CC1 | 5 | /
77 | O=C(NC(NC(=S)Nc1cccc2ccccc12)C(Cl)(Cl)Cl)c1ccccc1F (stereo not drawn) | 5 | /
78 | CCOC(=O)c1ccccc1NC(=O)Cc1ccccc1[N+](=O)[O-] | -16 | /
79 | Cc1ccc2nc(NC(=O)C3CCN(S(=O)(=O)c4cccc5nsnc45)CC3)sc2c1 | 2 | 73
80 | COCCn1c(C(C)C)nc2oc3ccccc3c(=O)c2c1=O | -9 | 94
81 | N#Cc1nc(Cc2ccccc2)oc1NCCc1ccccc1 | 6 | 89
82 | COCCOC(=O)c1c(C)oc2ccc(OCc3ccc([N+](=O)[O-])cc3)cc12 | 0 | 55
83 | COc1ccc(NC(C)=O)cc1NC(=O)CCn1c(=O)sc2ccccc21 | / | 107
84 | NNC(=O)c1ccc(OCc2ccc(Cl)cc2)cc1 | -6 | /
85 | Cn1c(=O)c2c(nc(N3CCOCC3)n2CCCNC2=NCCC2)n(C)c1=O | -7 | 94
86 | Cc1ccc(C)c(S(=O)(=O)Nc2ccccc2)c1 | 12 | /
87 | C=COCCn1c(-c2nonc2N)nc2ccccc21 | 10&-2 | 95
88 | Cc1ccc(S(=O)(=O)Oc2ccc(/C=C3\SC(=S)NC3=O)cc2)cc1 | 40 | /
89 | CCOC(=O)NC12CC3CC(C1)CC(C(F)(F)F)(C3)C2 | 3 | /
90 | O=c1c2cnn(-c3ccccc3)c2nc(-c2ccco2)n1-c1ccccc1 | 4 | /
91 | Cc1ccc2nc(Nc3nc(O)c(Cc4ccccc4)c(=O)[nH]3)nc(C)c2c1 | 4 | /
92 | CCCCc1ccc(C2C(C#N)=C(N)SC(N)=C2C#N)s1 | -9 | 56
93 | Cc1ccc(N2CCN(C(=O)CNS(=O)(=O)c3ccc(Br)s3)CC2C)cc1 (stereo not drawn) | -12 | 77
94 | CC1(C)Cc2ccccc2-c2nnc(-c3ccccc3)n21 | -3 | 90
95 | Cc1nc2ccccc2c(=O)n1/N=C/c1ccccc1F | -6 | /
96 | O=C(Oc1ccccc1C(=O)N1CCOCC1)c1ccc(Br)cc1 | -8 | /
97 | COc1ccc(OC)c2[nH]c(=O)c(CCNC(=O)c3ccc(S(=O)(=O)N(C)C)cc3)cc12 | -5 | 101
98 | c1ccc(-n2c(Cc3cn4ccsc4n3)nnc2N2CCOCC2)cc1 | 12 | 112
99 | CCOc1cc(C(=O)Nc2cccc3ccccc23)cc(OCC)c1OCC | -11 | /
100 | O=c1[nH]c2cc3c(cc2cc1CN(Cc1ccccc1)Cc1nnnn1Cc1ccco1)OCCO3 | 5 | 63
101 | COc1ccc(Cl)cc1C(=O)NCc1ccc2c(c1)OCO2 | -6 | /
102 | CN(CCOC(=O)c1cc(Br)ccc1Cl)C(C)(C)C | 0 | /
103 | CCC(C(=O)Nc1ncccn1)(C(F)(F)F)C(F)(F)F | 4 | 65
104 | Cc1c(Cl)cccc1-n1ncnc1-c1cccc(Br)c1 | 2 | /
105 | CC(=O)N(C)C1(c2nnnn2CCOC(=O)Nc2ccc(Cl)cc2)CCCCC1 | -4 | 107
106 | COc1cccc(OCCn2cc(C=C3C(=O)NC(=O)NC3=O)c3ccccc32)c1 | -16 | /
107 | CCCn1c(SCC(=O)N2CCCCC2)nnc1-c1ccco1 | 8 | 92
108 | COc1ccccc1CN1C(=S)SC(C)(C)C1NO (stereo not drawn) | -5 | 107
109 | N#Cc1nc(COc2ccc(Cl)cc2)oc1N1CCCC1 | 8 | 101
110 | C/C(=N\O)C(=O)NCc1ccncc1 | -4 | 103
111 | CC(C)Oc1ccc(C2CC(=O)N(c3cccc(Br)c3)C2=O)cc1 (stereo not drawn) | 5 | /
112 | Cc1cccc(OCCOCCN2CCOCC2)c1C | 5 | 104
113 | O=C1CC(c2ccc(Cl)c(Cl)c2)CC(O)=C1C=NCCN1CCNCC1 (stereo not drawn) | -12 | 108
114 | Cc1ccc(S(=O)(=O)N/N=C/c2ccccc2C(F)(F)F)cc1 | -6 | /
115 | CC(=O)N1CCN(c2ccc([N+](=O)[O-])c(NC3CC3)c2)CC1 | 12 | /
116 | CC1(C)CC(=O)c2sc(NC(=O)C3CC3)nc2C1 | 0 | 82&58
117 | Cc1ccc(C2=CC(=O)N(c3cccc(C(F)(F)F)c3)C2=O)cc1 | -28 | /
118 | Cc1nnc(SCC(=O)Nc2ccc3c(c2)C(=O)c2ccccc2C3=O)s1 | -5 | /
119 | CC1(C)Cc2c(c(=S)nc(-c3ccccc3)n2CCO)CO1 | 7 | 72
120 | N/C(=N\OC(=O)C1CCCCC1)c1cccc([N+](=O)[O-])c1 | -8 | /

New compounds follow:
# | molecule | HePTP inhibitor | BAP1 inh
121 | CCOc1ccccc1C1CC(=O)NC2=C1C(=O)CCC2 (stereo not drawn) | 8 | 99
122 | COC(=O)CSc1nnc(CNC(=O)Cc2ccccc2)n1-c1ccccc1OC | 1 | 115
123 | CCOc1cc2[nH]c(=S)n(CCCN3CCOCC3)c(=O)c2cc1OCC | 8 | 91
124 | CN1CCN(C(=O)c2cc3nc(-c4cccs4)cc(C(F)(F)F)n3n2)CC1 | -13 | /
125 | COc1ccc(CN/C(C)=C(/C#N)C(N)=O)cc1OC | 10 | 116
126 | O=Nc1c(-c2c(O)[nH]c3ccccc23)[nH]c2ccccc12 | / | 78
